Compound activity: PubChem, National Center for Advancing Translational Sciences (NCATS)
TCR act = activates T cell receptor signaling | AID 504894 | primary human leukocytes, anti-CD3, IL-2 HTRF, 48 h | Potency, µM (top dose mostly 9.22 µM), for the others: at the top dose activation of IL-2 secretion, most hits filed as activators | 330,000 tested, under 10 active; note: % of control where 0% means no effect
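IL-2 release read by HTRF sandwich (Eu cryptate donor, d2 acceptor, 665 nm emission) after 48 hr exposure of primary human leukocytes to compound together with anti-CD3 beads in the absence of co-stimulatory signals.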
ELG1 repair inh = ELG1-dependent DNA repair inhibition; 2.3% of 330,000 active; HEK293T ELG1-luciferase reporter, luminescence, 16 h; DNA damage induced by 5-fluorouridine; Potency, µM (doses to about 46.1 µM), for inactives: top-dose activity change, negative = inhibition, actives largely listed as inhibitors; note: potency is the fitted concentration of half-maximal effect; % is set by controls: 0 for no effect and ±100 for the full control effect; nearly all actives have a fitted effect of over 55% in size
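HEK293T cells expressing luciferase-tagged ELG1 (2,000/well) received 5-Fluorouridine plus compound or DMSO for 16 hr at 37 °C. Luciferase was read by ONE-Glo luminescence after 30 min at room temperature.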
Chronic BCR inh = inhibitors of chronic active B-cell receptor signaling; 0.05% of 340,000 active; Potency, µM (titrated, usually from 46.1 µM), for inactives: at the top dose ratio change, negative = lower green/red ratio, actives largely listed as inhibitors; AID 493014; ABC-DLBCL IkBa-CBG/CBR reporter, luminescence ratio, 4 h; active = well fitted inhibition curve with a large enough effect in the signal ratio, with a control signal flat, not every such curve was filed as active; inconclusive = small, poorly fitted or top-dose-only effect, or effect the other way, or a change in a side signal; the % refers to the signal ratio;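 note: potency is the fitted concentration of half-maximal effect; plate controls were basal doxycycline-induced cells for no effect and cells given 10 µM MG132 for full effect; MG132 reads +100%, hits lower the ratio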
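Compounds up to 46 uM were incubated four hours with TMD8 cells whose green CBG68 luciferase is fused to IkappaBalpha; red CBR luminescence normalised the signal, and concentration-effect curves were fitted to fusion, red and ratio data.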
A-T KAP1 phos = candidate therapy for ataxia-telangiectasia | […] A-T fibroblasts, KAP-1 phosphorylation AlphaLISA; neocarzinostatin DNA damage 30 min before lysis | Potency, µM (top dose mostly 57.5 µM), without a hit: at the top dose activation, actives largely listed as activators | 0.19% of 320,000 active; note: potency is the fitted concentration of half-maximal effect; % of control where 0% means no effect; nearly all actives have a fitted effect of over 45% in size
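ATM-like activity read as KAP-1 phosphorylation via AlphaLISA donor/acceptor antibody pairs after lysis and 6 hr at 25C. Cells were ATM-null patient fibroblasts ([…], hTERT), dosed 60 min, then exposed to the DSB inducer NCS for 30 min.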
a7 integrin act = integrin-mediated muscular dystrophy alleviation activation. 0.064% of 350,000 active. alpha7betagal myoblasts, beta-gal FDG fluorescence, 48 h. Potency, µM (top dose mostly 38.3 µM), for the others: top-dose activation, most hits filed as activators;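 note: potency is the fitted concentration of half-maximal effect; 100% = response of the positive control SU9516; nearly all actives have a fitted effect of over 60% in size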
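Alpha7betagal+/- myoblasts (passage 13) were plated 16-24 hr, then exposed to compounds (1:260 dilution of DMSO stock) for 48 hours at 37C. After MPER lysis, β-galactosidase reporter activity was read as FDG fluorescence (ex 480/em 540) after 30 minutes.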
Eya2 phos inh = inhibitors of human Eya2 phosphatase activity; O00167; recombinant Eya2, OMFP fluorescence dephosphorylation (OMFP is methylfluorescein phosphate); Potency, µM (highest dose often 76.9 µM), without a hit: at the top dose activity, negative = inhibition, usual class: inhibitors; 0.006% of 330,000 active; note: potency is the fitted concentration of half-maximal effect; % is set by controls: 0 for no effect and ±100 for the full control effect
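Eya2 protein (added as 0.2 uM solution) was preincubated with compound for 10 min at ambient temperature in 50 mM HEPES pH 7.5, 50 mM NaCl, 5 uM MgCl2, 0.05% BSA, 1 mM DTT. OMFP (added at 50 uM) then reacted 10 min; fluorescence read at 485/525 nm.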
Tb PFK inh = T. brucei PFK enzyme inhibition; 0.17% of 330,000 active; T. brucei PFK, ADP-Glo luminescence; O15648; Potency, µM (series often up to 57.5 µM), inactives show top-dose activity, negative = inhibition, most hits filed as inhibitors;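 note: potency is the fitted concentration of half-maximal effect; 0% = uninhibited 1x PFK enzyme wells and -100% = no-enzyme wells; nearly all actives have a fitted effect of over 60% in size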
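ADP-Glo luminescence quantified ADP after 45 min at room temperature, with 1.25 nM T. brucei PFK, 0.1 mM ATP and 0.5 mM fructose-6-phosphate in pH 8.0 TEA buffer. qHTS titrations up to 57 µM; curves classified by quality.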
Mito fusion yeast = inhibitors of mitochondrial division or activators of mitochondrial fusion | AID 485298 | 0.23% of 320,000 active | Potency, µM (highest dose often 46.1 µM), for the others: top-dose growth rescue (activation), actives largely listed as activators | S. cerevisiae fusion-defective mutant growth rescue, CellTiterGlo 48 h;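 note: potency is the fitted concentration of half-maximal effect; % of control where 0% means no effect; nearly all actives have a fitted effect of over 45% in size; temperature-sensitive fusion mutants such as fzo1-1 at 37 °C on non-fermentable ethanol glycerol medium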
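Temperature-sensitive fusion-defective S. cerevisiae (e.g. fzo1-1, mgm1-5) were grown with compound in YPEG medium (3% ethanol, 3% glycerol) for 48 hours at 37C. Growth rescue was measured as viability by CellTiterGlo luminescence after 10 minutes at ambient.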
S-ASM inh = blocks human secretory acid sphingomyelinase; placental ASM, HMU-PC fluorogenic substrate, 60 min; P17405; Potency, µM (doses to about 57.5 µM), for the others: top-dose activity change, negative = inhibition, most hits filed as inhibitors; AID 504937; 0.006% of 340,000 active; note: potency is the fitted concentration of half-maximal effect
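Human placenta-derived ASM preincubated with compound 10 min at room temperature, then reacted with 9 uM (final) fluorogenic HMU-PC substrate for 60 min at 37 C. Stop solution raises pH to 10; fluorescence read at Ex 386/Em 447 nm.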
TSHR antagonist = human thyrotropin receptor antagonism | TSHR-expressing cells, TSH-stimulated cAMP HTRF, 2 h; stronger effect = lower value | P16473 | 0.2% of 330,000 active | activity change, negative = inhibition, % at 11.5 µM;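 active = activity change below a set negative limit, meaning inhibition stronger than a set level, cut at about -70% in these data; inconclusive = activity change between two set negative limits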; note: % is set by controls: 0 for no effect and ±100 for the full control effect
Target sequence (P16473 whole entry, looked up): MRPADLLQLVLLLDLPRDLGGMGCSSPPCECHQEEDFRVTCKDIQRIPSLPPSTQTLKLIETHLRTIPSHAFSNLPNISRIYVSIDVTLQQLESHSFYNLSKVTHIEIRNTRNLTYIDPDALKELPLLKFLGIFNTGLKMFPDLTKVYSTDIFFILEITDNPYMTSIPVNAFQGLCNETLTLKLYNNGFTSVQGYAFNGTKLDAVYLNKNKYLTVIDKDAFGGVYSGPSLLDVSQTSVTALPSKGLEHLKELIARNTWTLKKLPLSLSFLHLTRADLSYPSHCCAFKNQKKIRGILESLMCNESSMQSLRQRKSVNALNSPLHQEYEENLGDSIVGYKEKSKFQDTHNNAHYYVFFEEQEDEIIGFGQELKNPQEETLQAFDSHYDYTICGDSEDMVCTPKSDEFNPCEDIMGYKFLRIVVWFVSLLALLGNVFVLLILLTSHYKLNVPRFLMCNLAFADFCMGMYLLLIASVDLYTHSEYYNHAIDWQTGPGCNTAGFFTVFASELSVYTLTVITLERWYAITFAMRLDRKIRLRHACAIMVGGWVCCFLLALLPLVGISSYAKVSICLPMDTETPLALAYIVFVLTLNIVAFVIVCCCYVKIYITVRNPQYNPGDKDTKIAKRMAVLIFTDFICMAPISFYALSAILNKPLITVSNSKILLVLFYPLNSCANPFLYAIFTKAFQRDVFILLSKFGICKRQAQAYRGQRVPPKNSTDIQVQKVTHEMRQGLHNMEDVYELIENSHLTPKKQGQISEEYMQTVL
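TSHR-expressing cells were treated with compounds, then stimulated with TSH at EC80 (4nM final) for 2 hours at 37 deg C. Cellular cAMP was measured by HTRF competition between lysate cAMP and cAMP-d2 for a cryptate-labelled anti-cAMP antibody.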
TSG101-PTAP inh = blocks PTAP/TSG101 interaction to inhibit HIV-1 budding. Q99816. Fluorescence polarization, FITC-PTAP peptide / Tsg101 binding. Potency, µM (top dose mostly 115 µM), inactives show top-dose activity change, negative = inhibition, hits mostly inhibitors. 340,000 tested, under 10 active. AID 493005; active = well fitted inhibition curve with a large enough effect in the main read-out, with a control signal flat, not every such curve was filed as active; inconclusive = small, poorly fitted or top-dose-only effect, or effect the other way, or a change in a side signal; inactive = no such curve, though single readings can be large or run the other way; note: potency is the fitted concentration of half-maximal effect; % of control where 0% means no effect
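Tsg101 binding domain (10 uM final) was mixed with compound and a FITC-labeled PTAP peptide (50 nM final) in HEPES pH 7.5 buffer with NaCl, Tween 20, EDTA and TCEP; fluorescence polarization was read after 20 min at r.t.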
An asterisk follows results filed as active; i = inactive; ? = inconclusive; / = not tested or not shown; [ ] = remark or other dose. Unless noted, calls come from the whole dose curve; as a rule, active = well fitted curve in the direction sought with a large enough effect; inconclusive = small, poorly fitted or top-dose-only effect, or another doubt; inactive = no such curve, though single readings can be large; an effect the other way counts as inactive or inconclusive.

SMILES	TCR act	ELG1 repair inh	Chronic BCR inh	A-T KAP1 phos	a7 integrin act	Eya2 phos inh	Tb PFK inh	Mito fusion yeast	S-ASM inh	TSHR antagonist	TSG101-PTAP inh
C/C(=N/NC(=O)c1ccc(C)s1)c1ccncc1	1%	?	?	1%	20%	1%	3%	-2%	0%	4	-4%
CCN1CCN(C(=O)Nc2ccc(OC)cc2OC)CC1	-5%	-3%	1%	1%	-24%	2%	0%	-1%	-3%	9	-2%
CSc1ccccc1NC(=O)N1CCCC(C(=O)c2ccc3c(c2)OCO3)C1 (stereo not given)	-3%	5%	?	2%	25%	-13%	-4%	11%	3%	-10	-3%
COc1cccc(NC(=O)C(NC2CCCC2)c2ccccc2)c1 (stereo not given)	-4%	1%	9%	4%	-4%	5%	1%	16%	1%	-2	-2%
COc1ccc(-n2c(=O)[nH]cc(C(=O)Nc3ccc4c(c3)OCCO4)c2=O)cc1	/	0%	2%	0%	-2%	-7%	5%	0%	-6%	22	-2%
CC(C)NC(NC(=O)Cc1ccccc1)C(Cl)(Cl)Cl (stereo not given)	-3%	-6%	0%	-4%	19%	?	-1%	13%	5%	-6	-2%
O=C(N/N=C(\c1ccccc1)c1cccnc1)c1cc(O)ccc1O	/	-2%	-6%	-4%	/	8%	-18%	-1%	/	-10	/
Cc1ccc(C)c(OCc2nnc(SCC(=O)NCc3ccc4c(c3)OCO4)o2)c1	2%	-1%	-7%	4%	-50%[inhibitor]	-1%	-5%	-2%	-1%	-5	1%
Cc1ccc(NC(=S)N2CCC(O)CC2)c(C)c1	0%	-10%	6%	6%	-14%	-2%	-4%	-4%	-1%	22	-9%
O=C(CSc1cccc[n+]1[O-])NCCCc1ccccc1	0%	5%	3%	8%	0%	-3%	-1%	2%	7%	8	-9%
CC(C)(C)c1ccc(/C=C/C(=O)NC2=NCCS2)cc1	4%	?	9%	10%	-3%	10%	-1%	5%	2%	4	-1%
CCOc1cccc(OCCOc2ccc(C(=O)c3ccccc3)cc2)c1	-9%[46.1 µM]	-8%	?	6%	-11%	3%	-3%	2%	-1%	-2	-5%
C=CCOc1ccc(C2/C(=C(\O)c3ccc4c(c3)CC(C)O4)C(=O)C(=O)N2CCN2CCOCC2)cc1OCC (stereo not given)	0%	3%	2%	2%	0%	-10%	0%	-23%	7%	-2	-5%
C/C(=N\NC(=O)c1ccn(C)n1)c1cccc(NC(=O)c2ccc(C)s2)c1	-1%[46.1 µM]	?	-7%	2%	17%	-4%	0%	0%	-3%	3	1%
CCc1nnc(NS(=O)(=O)c2ccc(Nc3ccc([N+](=O)[O-])c4nonc34)cc2)s1	5%	5%	?	-7%	?	-9%	16%	-31%[inhibitor]	-12%	-9	11%
COc1ccc(S(=O)(=O)N2CCC(C(=O)N[C@H](C(=O)N3CCCCCC3)C(C)C)CC2)cc1	-3%	1%	5%	-2%	10%	4%	3%	-3%	0%	4	-1%
O=C(N/N=C/C=C\c1ccco1)c1cccnc1	-4%	-4%	?	3%	-39%[inhibitor]	7%	-3%	5%	0%	-16	0%
CCOc1ccc(-c2nc(S(=O)(=O)c3ccccc3)c(NCc3cccnc3)o2)cc1	-3%	15µM*	-5%	-3%	2%	-1%	0%	2%	0%	-1	0%
O=P(OC1CCCCC1)(OC1CCCCC1)C(O)c1c(Cl)cccc1Cl (stereo not given)	5%	-16%	-1%	10%	10%	-22%	1%	7%	-2%	-3	-2%
CC(=O)NC(c1cccc([N+](=O)[O-])c1)c1ccc2cccnc2c1O (stereo not given)	8%	?	?	2%	-51%[inhibitor]	10%	-30%	6%	1%	47	-7%
Cc1nnc(NC(=O)C2CCN(c3cnccn3)CC2)s1	6%	13%	1%	-9%	-12%[7.66 µM]	-23%	1%	2%	3%	2	-1%
NS(=O)(=O)c1ccc(N=Nc2c[nH]c(=O)c(O)c2)cc1	-2%	-4%	?	5%	1%	-14%	-29%	-17%	-10%	-15	?
COC(=O)c1cc(OC)c(OC)cc1NC(=S)Nc1cc(Cl)ccc1OC	-5%[46.1 µM]	2%	?	5%	-3%	8%	2%	1%	-2%	-14	1%
Cc1cc(C)cc(C(=O)NCC(=O)OCC(=O)c2cc(C)n(CC(F)(F)F)c2C)c1	-10%	2%	-1%	-1%	?	-7%	0%	-7%	-3%	-1	2%
Cc1ccc(-n2nc3c(c2NC(=O)c2ccc(OC(C)C)cc2)CS(=O)C3)cc1 (stereo not given)	-3%	-15%	0%	2%	4%	-5%	1%	0%	0%	5	-5%
O=C(COc1ccccc1)Nc1cccc(-c2cn3cccnc3n2)c1	-12%	?	-2%	-2%	-19%	16%	-7%	2%	370%[activator]	12	0%
Cc1cc(C)n2c(SC(C)C(=O)NC3(C#N)CCCCC3)nnc2n1 (stereo not given)	4%	9%	-1%	8%	1%	6%	0%	-4%	3%	44	-8%
Cc1ccccc1COC[C@H](CC(C)C)N1CCN(C(=O)c2cccc(C(F)(F)F)c2)CCC1=O	1%	?	0%	-3%	-18%	-12%	-6%	14%	-1%	1	-2%
Fc1ccccc1CNC(=S)Nc1ccc(Cl)cc1	7%[46.1 µM]	-19%	?	2%	-6%	-8%	-9%	3%	8%	-1	-5%
COc1cccc(C(CC(=O)NCC2CCCO2)NS(=O)(=O)c2ccc(C)cc2)c1OC (stereo not given)	4%	11%	-3%	1%	12%	7%	2%	-3%	-1%	5	-10%
Cc1cc(NC(=O)CCN2C(=O)c3ccccc3C2=O)no1	-2%	4%	-5%	9%	?	-28%	-3%	3%	2%	23	-6%
COc1ccc(CN2CCNC(=O)C2CC(=O)N(C)CC2CCOCC2)cc1C (stereo not given)	7%	2%	?	-4%	5%	10%	1%	0%	7%	3	1%
Cc1cc(S(=O)(=O)NCc2ccc3c(c2)OCO3)ccc1F	5%	8%	4%	-12%	17%	0%	0%	15%	-2%	1	-3%
COc1cc(OC)c(/C=N/NC(=O)c2ccc([N+](=O)[O-])cc2)cc1Br	2%	-10%	-1%	-1%	14%	14%	-2%	2%	-4%	-3	-3%
O=C(NCCCn1ccnc1)C1CC(c2cccc(Br)c2)=NO1 (stereo not given)	0%	2%	12%	3%	-22%	13%	0%	0%	-7%	10	-6%
CCCC1(c2ccccc2)NC(=O)N(CC(=O)c2[nH]c(C)c(C(=O)OCC)c2C)C1=O (stereo not given)	-6%	18µM*	?	22%	-28%	-6%	2%	16%	-14%	32	-4%
COc1ccc(N2CCN(C(=O)C3=NNC(=O)CC3)CC2)cc1	0%[46.1 µM]	-6%	-1%	1%	4%	4%	1%	-2%	1%	7	-2%
CCOC(=O)CC1COCCN1C(=O)c1ccc2oc(Cc3ccccc3)nc2c1 (stereo not given)	/	?	6%	7%	-9%	-11%	-3%	3%	-2%	3	-5%
CCn1c(SCC(=O)c2ccc(O)c(O)c2)nnc1-c1ccccc1OC	-1%	-13%	?	-9%	-23%	-1%	-19%	0%	-5%	-4	-2%
Cc1ccc(C)c(NC(=O)COC(=O)c2nn(C)c(=O)c3ccccc23)c1	-2%	0%	-1%	3%	6%	-6%	-1%	/	-1%	/	-5%
CN=C(Nc1cc(C)nn1-c1ccccc1)c1ccccc1	8%	20%	0%	2%	21%	-30%	-6%	2%	6%	-5	-4%
N#Cc1c(-c2ccccc2)cc(-c2ccccc2)[nH]c1=O	-6%	?	?	0.79µM*	33%	?	-16%	7%	i	29	-6%
CCc1cccc(NC(=O)CCSCCC(=O)Nc2cccc(CC)c2)c1	-15%	-1%	?	-5%	-5%	-22%	1%	-2%	-8%	-4	-2%
O=C(O)/C=C\C(=O)NNC(=O)c1cc(-c2ccccc2)n[nH]1	-7%	4%	?	-5%	-25%	-33%	-4%	6%	0%	4	-3%
